# Source: PubChem BioAssay
# HT1080NT lethal – kills 2HG-producing HT-1080-NT fibrosarcoma cells; HT-1080-NT fibrosarcoma viability, CellTiter-Glo ATP luminescence, 48 h; Potency, µM (highest dose often 46.1 µM), for the others: at the top dose activity, negative = less viability, hits mostly cytotoxic; 360,000 compounds, 1.6% hits;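 also: NT is the 2HG producing partner of a matched IDH1 knockdown line; potency is read from the fitted curve at half-maximal effect; 0% = DMSO-treated cells and -100% = media-only wells without cells; nearly all actives have a fitted effect of over 55% in size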
#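 Viability by CellTiter-Glo luminescence after 48 h compound exposure at 37C of HT-1080-NT cells (750/well, RPMI, 5% FBS). % activity scaled between DMSO wells and medium-only wells, then curve-fitted and categorized by curve class.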
# GLP-1R agonist – GLP-1 receptor (human) agonism; HEK293 GLP-1R CRE-luciferase, luminescence, 4-6 h; cells express a hypersensitive GLP-1R form; P43220; Potency, µM (series often up to 45.6 µM), for inactives: at the highest dose activation, actives largely listed as activators; 380,000 compounds, 0.007% hits; AID 624172; also: potency is read from the fitted curve at half-maximal effect; % of control where 0% means no effect
# Target sequence (P43220 whole entry, looked up): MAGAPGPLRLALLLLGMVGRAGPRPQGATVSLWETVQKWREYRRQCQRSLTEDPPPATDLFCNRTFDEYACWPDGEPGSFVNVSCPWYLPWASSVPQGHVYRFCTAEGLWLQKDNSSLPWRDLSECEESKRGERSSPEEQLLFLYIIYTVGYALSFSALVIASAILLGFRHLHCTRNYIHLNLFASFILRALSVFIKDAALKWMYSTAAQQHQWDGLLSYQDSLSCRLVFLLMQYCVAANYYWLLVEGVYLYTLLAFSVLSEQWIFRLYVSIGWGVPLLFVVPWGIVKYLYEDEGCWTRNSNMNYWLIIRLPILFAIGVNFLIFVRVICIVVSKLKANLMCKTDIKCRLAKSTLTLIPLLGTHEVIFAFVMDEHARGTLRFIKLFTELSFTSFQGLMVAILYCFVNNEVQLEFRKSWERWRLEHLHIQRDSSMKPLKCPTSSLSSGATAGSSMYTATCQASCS
# KB-3-1 cytotox – kills parental KB-3-1 adenocarcinoma cells | Potency, µM (top dose mostly 46.1 µM), for inactives: at the highest dose activity change, negative = cytotoxic, most hits filed as cytotoxic | KB-3-1 viability, CellTiter-Glo ATP luminescence, 72 h | AID 1347075 | 400,000 compounds, 1.4% hits; also: potency is read from the fitted curve at half-maximal effect; % is scaled to controls: 0 for no effect and ±100 for the full control effect; nearly all actives have a fitted effect of over 60% in size
#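 Viability of parental KB-3-1 cells, measured by CellTiter-Glo luminescence, followed a 72 h incubation at 37 °C with pinned compounds in phenol-red-free DMEM containing 10% FBS.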
# D3 antag – antagonists of human D3 dopamine receptor. 360,000 compounds, 2.5% hits. max response, negative = inhibition, %. P35462. D3R cells, DiscoveRx beta-arrestin luminescence, antagonist mode; hits give low values; in the data active = max response below about -50%; inconclusive = no clear call, values can overlap the other calls; also: % is scaled to controls: 0 for no effect and ±100 for the full control effect; mostly tested at two doses, the higher about 12 µM
# Target sequence (P35462 whole entry, looked up): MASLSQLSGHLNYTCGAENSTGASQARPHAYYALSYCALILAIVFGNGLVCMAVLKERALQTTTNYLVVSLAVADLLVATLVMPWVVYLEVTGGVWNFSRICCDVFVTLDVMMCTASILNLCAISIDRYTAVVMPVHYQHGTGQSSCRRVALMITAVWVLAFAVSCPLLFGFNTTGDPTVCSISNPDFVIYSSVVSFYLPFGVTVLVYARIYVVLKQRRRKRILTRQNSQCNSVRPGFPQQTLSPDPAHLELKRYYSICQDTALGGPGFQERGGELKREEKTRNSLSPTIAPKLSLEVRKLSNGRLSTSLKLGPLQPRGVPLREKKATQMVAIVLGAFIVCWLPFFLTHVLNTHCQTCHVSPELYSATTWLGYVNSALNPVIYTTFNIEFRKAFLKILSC
#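 Cells expressing the human receptor were seeded at 1500 cells/well, incubated overnight at 37 degrees C in 5% CO2, then exposed to library compounds with dopamine controls for 90 minutes at 37 degrees C before luminescent detection.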
# IL-1B inflam inh – inflammasome signaling inhibition, IL-1 beta readout; THP-1 LPS/ATP IL-1B secretion, AlphaLISA, 16 h; hits give low values; activity change, % at 57.5 µM; 360,000 compounds, 4.7% hits; AID 743279; in the data active = activity change below about -50%; inconclusive = mostly about -30% to -49%; also: % is scaled to controls: 0 for no effect and ±100 for the full control effect
#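 Secreted IL-1B measured by AlphaLISA bead assay after 16 h compound exposure of THP-1 cells; compounds (final up to 57.5 uM) added 1 h before LPS (250 ng/mL) and ATP (1.25 mM) stimulation; lower signal means less secretion.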
# DRD3 agonist – D3 dopamine receptor (human) agonism; P35462; D3R DiscoveRx beta-arrestin cells, luminescence, 90 min; max activation, %; 410,000 compounds, 0.58% hits; in the data active = max activation above about 30%; also: 0% is about no effect; mostly tested at two doses, the higher about 12 µM
#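 Cells at 1500/well, incubated overnight, then treated with pinned compounds (dopamine as control) for 90 min at 37 degrees C. DiscoveRx reagent added for 30 - 60 minutes at room temperature; luminescence read.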
# SW480 rereplic – DNA re-replication induction in SW480 cells | SW480 DNA re-replication, Hoechst DNA content imaging, 48 h | Potency, µM (highest dose often 46.1 µM), for the others: at the top dose re-replication activation, actives largely listed as activators | 340,000 compounds, 1.8% hits | AID 624297; also: potency is read from the fitted curve at half-maximal effect; % of control where 0% means no effect; nearly all actives have a fitted effect of over 55% in size
#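 Image-based read-out: total Hoechst fluorescence of nuclei (405 nm excitation, 500-530 nm emission), with hits raising the fraction of high-intensity nuclei. SW480 colon cells incubated 48 hr with compounds at 37 C.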
# KB-V1 MDR tox – KB-V1 MDR subline cytotoxicity; KB-V1 MDR cells viability, CellTiter-Glo, 72 h; 400,000 compounds, 3.4% hits; Potency, µM (highest dose often 46.1 µM), without a hit: at the highest dose activity change, negative = cytotoxicity, actives largely listed as cytotoxic; AID 1347076; also: potency is read from the fitted curve at half-maximal effect; % is scaled to controls: 0 for no effect and ±100 for the full control effect; nearly all actives have a fitted effect of over 60% in size
#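 Compound-treated KB-V1 multidrug-resistant cells, 72 h, 37 degrees C; viability by CellTiter-Glo. Fitted qHTS curves give the values.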
# HT1080 IDH1KD tx – kills HT-1080 cells with IDH1 knockdown; HT-1080 IDH1 knockdown viability, ATP luminescence, 48 h; Potency, µM (doses to about 46.1 µM), for inactives: at the top dose activity, negative = toxicity, hits mostly cytotoxic; 360,000 compounds, 2% hits; AID 686971;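 also: potency is read from the fitted curve at half-maximal effect; 0% = DMSO wells and -100% = cell-free medium wells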
#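 IDH1KD HT-1080 cells, 750/well, RPMI + 5% FBS; compound pinned after 2 h settling; 48 h, 37 °C; CellTiter-Glo luminescence; % activity normalised to DMSO and no-cell wells; curves fitted, classed by r2 and efficacy.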
# Active calls of the source: *; i = inactive; u = inconclusive; x = no result given; & = joins results of further samples; [ ] = another dose, or the depositor's remark. Unless noted, calls follow the shape of the dose curve; as a rule, active = well fitted curve in the direction sought with a large enough effect; inconclusive = small, poorly fitted or top-dose-only effect, or another doubt; inactive = no such curve, though single readings can be large; an effect the other way counts as inactive or inconclusive.
# Start of the listing, in advance, five compounds:
SMILES,HT1080NT lethal,GLP-1R agonist,KB-3-1 cytotox,D3 antag,IL-1B inflam inh,DRD3 agonist,SW480 rereplic,KB-V1 MDR tox,HT1080 IDH1KD tx
CCOc1ccccc1C1C(C(=O)Nc2ccccc2OC)=C(C)Nc2nnnn21 (stereo not drawn),-2%,-2%,2%,-30,1,-1,-1%,-2%,5%
COCCNC(=O)CCCn1c(=O)c2cc(OC)c(OC)cc2n(CC(=O)Nc2ccc(F)cc2)c1=O,3%,-2%,1%&18%,24,10,2&-12,-6%,15%&11%,4%
COc1ccc(S(=O)(=O)NNC(=O)Nc2ccc(C)cc2C)c(OC)c1,10%,-5%,u,-6,i,-1,-9%,2%,-14%
O=C(Nc1nc(-c2ccccn2)cs1)c1ccc2c(c1)OCCO2,-23%,-3%,-17%,-14,55,-1,1%,u,u
O=C1CC(N(O)c2ccccc2)C(=O)N1c1cc(Cl)cc(Cl)c1 (stereo not drawn),6%,-4%,14%,41,-6,-2,-2%,5%,2%

# All compounds of this part, previewed entries included:
SMILES,HT1080NT lethal,GLP-1R agonist,KB-3-1 cytotox,D3 antag,IL-1B inflam inh,DRD3 agonist,SW480 rereplic,KB-V1 MDR tox,HT1080 IDH1KD tx
CCOc1ccccc1C1C(C(=O)Nc2ccccc2OC)=C(C)Nc2nnnn21 (stereo not drawn),-2%,-2%,2%,-30,1,-1,-1%,-2%,5%
COCCNC(=O)CCCn1c(=O)c2cc(OC)c(OC)cc2n(CC(=O)Nc2ccc(F)cc2)c1=O,3%,-2%,1%&18%,24,10,2&-12,-6%,15%&11%,4%
COc1ccc(S(=O)(=O)NNC(=O)Nc2ccc(C)cc2C)c(OC)c1,10%,-5%,u,-6,i,-1,-9%,2%,-14%
O=C(Nc1nc(-c2ccccn2)cs1)c1ccc2c(c1)OCCO2,-23%,-3%,-17%,-14,55,-1,1%,u,u
O=C1CC(N(O)c2ccccc2)C(=O)N1c1cc(Cl)cc(Cl)c1 (stereo not drawn),6%,-4%,14%,41,-6,-2,-2%,5%,2%
COc1ccc(NC(=O)c2cc(S(=O)(=O)N3CCOCC3)ccc2N2CCOCC2)cc1,6%,-2%,x,22,-15,13,14%,x,14%
OCC[C@@H]1C[C@H](O)[C@@H](O)[C@@]2(OCc3cc(C(F)(F)F)ccc32)O1,14%,0%,u,6,5,-2,x,10%,9%
CCC(=O)N(Cc1ccccc1)c1ccccn1,2%,-8%,5%,-2,37,4,1%,17%,1%
O=C(Nc1ccccc1)c1cc(C2CCCCN2C(=O)c2cccs2)on1 (stereo not drawn),0%,-2%,0%,u,-10,-8,x,-2%,-12%
N#CCCn1c(SCC(=O)NCC2CCCO2)nc2ccccc21 (stereo not drawn),3%,-9%,0%,6,5,3,0%[9.22 µM],19%,11%
CC1(C)Cc2ccccc2/C(=C/C(=O)c2ccccc2)N1,-8%,19%,-8%,3,-11,-14,-7%,-14%,-12%
COc1ccccc1NC(=O)COC(=O)Cn1c(C)csc1=O,-5%,-3%,-8%,0,-17,-12,x,0%,0%
CSc1nnc(CNC(=O)c2ccccc2)n1-c1cccc(C)c1,4%,0%,-3%,-1,-5,-6,-1%,-29%,0%
CCCCN1C(=O)C(=O)N(CC(=O)Nc2sc(C)c(CC)c2C(=O)OCC)C1=O,-3%,16%,-1%,-3,1,8,-1%,0%,-7%
CC(=O)Nc1ccc(S(=O)(=O)NCCc2csc(-c3cccnc3)n2)cc1,2%,1%,13%,-2,-7,2,2%,-12%,4%
Cc1ccc2cccc(OCc3nnc(SCC(=O)O)n3C)c2n1,3%,0%,9%,5,u,4,-3%,8%,3%
CCOc1ccc(C(=O)NCCO)cc1,16%,6%,0%,8,26,0,-105%[inhibitor],13%,10%
CCCCN(C=O)c1c(CC)nc2ccc(C(=O)N3CCN(C(=O)c4ccco4)CC3)cn12,u,9%,0%,17,-26,6,x,1%,0%
N#Cc1cccnc1N1CCN(C(=O)c2ccco2)CC1,28%,8%,0%,-13,0,7,-6%,15%,26%
CCCCNC(=O)COC(=O)CCC(=O)c1cccs1,13%,0%,0%,-13,8,-1,0%,0%,21%
O=C(Nc1c(C(=O)N2CCOCC2)oc2ccccc12)c1cccc([N+](=O)[O-])c1,23%,9%,1%,-5,u,-8,-8%,-3%,-3%
COc1ccc(N2CCN(S(=O)(=O)c3cc(Br)cnc3N)CC2)cc1,4%,6%,17%,-3,-1,-14,u,u,u
CN(CC(=O)Nc1ccccc1Cl)C(=O)CSC(=S)N1CCCC1,5%,-3%,14%,-7,2,1,-89%[inhibitor],4%,-1%
CCOc1ccc(C(=O)Nc2ccc3nc(N(CC)CC)cc(C)c3c2)cc1,x,1%,-6%,x,x,5,x,-5%,x
Cc1ccc(C#CC[N+]2(CC#Cc3ccc(C)cc3)CCCCC2)cc1,21µM*,-4%,u,1,-86*,-7,-2%,0%,15µM*
Cc1cc(Cl)ccc1NC(=O)CSc1n[nH]c(N)n1,6%,1%,9%,12,-2,5,-2%,27%,2%
Cc1c(Cl)cccc1N(CC(=O)O)S(C)(=O)=O,-3%,5%,4%,u,10,1,19%,16%,-3%
Cc1ccc(S(=O)(=O)N2CCC(C)CC2)cc1C(=O)NCc1ccccn1,-12%,0%,-27%,5,-10,-6,-12%,u,-6%
COc1ccc(Cc2nnc(SCC(=O)Nc3cc(Cl)ccc3OC)[nH]c2=O)cc1,2%,5%,7%,2,5,1,-2%,7%,2%
O=C(OCCOc1ccccc1F)c1cccc(S(=O)(=O)N2CCOCC2)c1,1%[9.24 µM],-3%,1%,11,32,7,u,u,0%
Nc1nc(SCC(=O)NCc2ccccc2)[nH]c(=O)c1NC(=O)c1ccccc1F,5%,0%,-1%,-4,-2,-1,9%,0%,4%
CCOC(=O)C(C(=O)Nc1ccccc1)C1CCCCC1 (stereo not drawn),-14%,5%,1%,-14,-21,-6,-3%,-22%,-10%
O=C(O)CCC(NS(=O)(=O)c1ccc(N2CCCC2=O)cc1)C(=O)O (stereo not drawn),9%,-2%,16%,4,7,6,u,8%,7%
CCc1cccc2c(C(=O)COC(=O)c3nn(C)c(=O)c4ccccc34)c[nH]c12,-22%,6%,-8%,12,-6,0,2%,0%,-25%
CSc1ccccc1C(=O)C1CCCN(C(=O)CCN2CCCO2)C1 (stereo not drawn),0%,10%,7%,0,20,8,-4%,-1%,-10%
Cc1cc(C)cc(NS(=O)(=O)c2cnc(Cl)c(Cl)c2)c1,u,-9%,6%,u,2,4,0%,10%,u
CN(C)/C(=N\S(=O)(=O)c1ccccc1)c1ccc(F)cc1,-3%,-1%,-3%,-6,15,2,u,0%,1%
Cc1ccc(C)c(NC(=O)C2CCCN(S(=O)(=O)c3cccc4nsnc34)C2)c1 (stereo not drawn),x,-2%,-23%,x,x,-5,x,-7%,x
CCCCc1cc(=O)oc2cc(OCC(=O)NCc3ccccn3)c(Cl)cc12,12%,2%,14%,11,22,-11,-4%,16%,12%
Cc1ccccc1C(=O)NCCSc1ccccc1,3%,-17%,-10%,-11,-10,-1,-10%,-8%,5%
O=C1C(=Cc2cccc(Cl)c2)CCc2ccccc21,u,13%,0%,10,-21,1,x,3%,u
COc1ccc(-c2ncnc(C(F)(F)F)c2-c2csc(C)n2)c(O)c1,1%,-2%,-7%,-4,25,-6,0%,1%,8%
CCN(CC)S(=O)(=O)c1ccc(N2CCOCC2)c(NC(=O)c2ccc3ccccc3c2)c1,4%,11%,3%,5,8,-6,0%,0%,-3%

# Full records as entered above. Order of screens: HT1080NT lethal	GLP-1R agonist	KB-3-1 cytotox	D3 antag	IL-1B inflam inh	DRD3 agonist	SW480 rereplic	KB-V1 MDR tox	HT1080 IDH1KD tx
# CCc1cccc2c(C(=O)COC(=O)c3nn(C)c(=O)c4ccccc34)c[nH]c12 is entered as -22%	6%	-8%	12	-6	0	2%	0%	-25%
# COc1ccc(N2CCN(S(=O)(=O)c3cc(Br)cnc3N)CC2)cc1 is entered as 4%	6%	17%	-3	-1	-14	u	u	u

# Not a hit list. About 12% of those tested had a hit in this group.
